# Source: PubChem (several laboratories)
# sEH act – increases human soluble epoxide hydrolase activity | P34913 | purified human sEH enzymatic activity, activator screen | activation, % at 2 µM | 0.04% of 91,000 active | AID 717; in the data active = activation above about 37%; note: values of inactives mirror those of a sister screen read the other way
# Target sequence (P34913 whole entry, looked up): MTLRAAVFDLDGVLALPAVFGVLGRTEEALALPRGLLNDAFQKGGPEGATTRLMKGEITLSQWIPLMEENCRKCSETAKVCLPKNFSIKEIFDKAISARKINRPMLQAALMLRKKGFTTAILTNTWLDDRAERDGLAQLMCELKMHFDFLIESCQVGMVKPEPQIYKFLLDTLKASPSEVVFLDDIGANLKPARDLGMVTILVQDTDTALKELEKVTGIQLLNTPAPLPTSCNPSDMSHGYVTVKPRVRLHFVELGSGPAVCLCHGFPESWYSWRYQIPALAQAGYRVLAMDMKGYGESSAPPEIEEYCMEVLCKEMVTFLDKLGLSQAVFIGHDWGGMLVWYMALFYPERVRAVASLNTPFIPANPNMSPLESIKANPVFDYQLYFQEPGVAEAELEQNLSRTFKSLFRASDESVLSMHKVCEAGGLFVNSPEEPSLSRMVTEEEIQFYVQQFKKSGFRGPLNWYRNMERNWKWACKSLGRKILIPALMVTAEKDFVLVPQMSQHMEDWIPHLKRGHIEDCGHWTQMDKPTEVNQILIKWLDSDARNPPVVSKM
# VCAM1 TNFa inh – reduces TNF alpha induced VCAM1 expression in HUVEC. HUVEC TNFa-induced VCAM-1 immunofluorescence, high-content imaging. inhibition, % at 2 µM. 0.48% of 95,000 active;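 active = inhibition above the batch mean plus 3 SD, with images confirmed as a hit by eye, cut at about 37% in these data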;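 note: 0% = TNF-stimulated DMSO wells and 100% = unstimulated control wells; not every result past the cut was called active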
# sEH inh – inhibitors of human soluble epoxide hydrolase; P34913; recombinant human sEH enzymatic activity assay; inhibition, % at 2 µM; 0.34% of 91,000 active; AID 707; in the data active = inhibition above about 80%; note: values of inactives mirror those of a sister screen read the other way; many of its hits are not listed in these tables
# cytoskel mod – cytoskeleton assembly modification; HUVEC TNFa F-actin phalloidin imaging, high content; inhibition, % at 2 µM; 0.18% of 91,000 active; AID 836;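 active = inhibition above the batch mean plus 3 SD and confirmed as a hit by visual image inspection, cut at about 30% in these data, passing the limit was not always enough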; note: strong numbers were not always called active
# IL1B cytotox – toxic to HUVEC cells under IL-1B stimulation; HUVEC cell count loss, Hoechst imaging, IL-1B stimulated; cell count reduction, % at 2 µM; 0.41% of 94,000 active;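 active = cell count reduction more than 3 SD above the screen-wide mean, cut at about 70% in these data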;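 note: normalized per plate to untreated control cells as the no-loss baseline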
# Smad3 FoxH1 inh – blocks human Smad3 binding to FoxH1 peptide. P84022. TR-FRET Smad3/Dy647-FoxH1 peptide binding, europium anti-His. inhibition, % at 25 µM. 0.29% of 88,000 active. AID 630;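 active = compounds that reduce the energy-transfer binding signal between the protein and its labelled peptide by more than half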;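 note: 0% = Smad3 plus labelled peptide maximal FRET and 100% = peptide-only background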
# Target sequence (P84022 whole entry, looked up): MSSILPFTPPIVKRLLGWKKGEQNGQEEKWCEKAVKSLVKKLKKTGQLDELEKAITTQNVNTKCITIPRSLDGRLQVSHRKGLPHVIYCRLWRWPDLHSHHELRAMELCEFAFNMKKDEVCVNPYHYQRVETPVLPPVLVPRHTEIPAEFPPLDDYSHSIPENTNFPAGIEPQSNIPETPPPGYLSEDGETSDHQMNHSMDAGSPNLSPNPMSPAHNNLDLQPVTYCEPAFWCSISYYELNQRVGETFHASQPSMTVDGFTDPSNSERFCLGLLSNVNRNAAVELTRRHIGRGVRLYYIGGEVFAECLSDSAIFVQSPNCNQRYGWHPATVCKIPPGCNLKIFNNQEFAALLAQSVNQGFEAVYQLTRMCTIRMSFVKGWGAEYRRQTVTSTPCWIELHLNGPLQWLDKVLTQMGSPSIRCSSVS
# ERb SRC1 inh – blocks coactivator binding to human estrogen receptor beta | 1.3% of 86,000 active | TR-FRET ER-beta LBD / SRC1-Cy5 peptide binding; receptor agonist-loaded with 1 µM estradiol | Q92731 | inhibition, % at 25.6 µM;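 active = compounds whose percent inhibition of the receptor-coactivator binding signal exceeds about 50% in the single-dose screen, limit read from the data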;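 note: 0% = receptor plus peptide wells without compound and 100% = peptide-only wells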
# TNFa cytotox – toxic to HUVEC cells under TNF alpha stimulation. HUVEC TNFalpha-stimulated, Hoechst cell count, imaging. cell count reduction, % at 2 µM. 0.17% of 93,000 active. AID 848;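 active = cell count reduction exceeding the screen mean by over 5 SD, scaled to untreated wells per plate, cut at about 78% in these data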;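 note: cells counted after 24 h of TNF alpha exposure following the 1 h pretreatment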
# Calb biofilm kill – kills Candida albicans biofilms; C. albicans biofilm + clotrimazole, Alamar Blue; inhibition, % at 6 µM; 0.14% of 85,000 active;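 active = inhibition above 20%; inactive = inhibition below 20%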;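 note: preformed 24 hr biofilms exposed to compound for 48 hr; 0% = biofilm without compound and 100% = blank killed by clotrimazole plus chlorhexidine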
# Active calls of the source: *; / = not tested or not shown; [ ] = dose if it differs, or a comment. A portion of the library. The share of hits here may be higher or lower than overall.
mol,sEH act,TNFa cytotox,ERb SRC1 inh,sEH inh,IL1B cytotox,cytoskel mod,VCAM1 TNFa inh,Smad3 FoxH1 inh,Calb biofilm kill
O=C(Nc1ccc(S(=O)(=O)N2CCOCC2)cc1)c1ccco1,-30,5,-2,28,-40,-14,7,11,10
O=S(=O)(c1ccc(Br)s1)N1CCN(c2ccccn2)CC1,-3,-5,-14,2,-11,-20,12,-4,9
COc1ccc(-n2c(SCCC(=O)O)nnc2-c2ccncc2)cc1,-1,-3,-4,6,-6,13,17,5,5
COC(=O)c1ccc(NC(=O)COc2ccc(C3C(C#N)=C(N)Oc4c3ccc3ccccc43)cc2OC)cc1 (stereo unspecified),-7,-33,/,5,-40,2,-31,/,/
Cc1ccc(S(=O)(=O)N2CCN(C(=O)CN3CCCCC3)C2)cc1,12,-19,-15,-13,14,/,-5,16,7
CC(=O)Nc1ccc(S(=O)(=O)NC(C(=O)O)C(C)C)cc1 (stereo unspecified),5,-7,66*[fluorescence artefact?],-4,21,-16,4,0,8
CC(=O)N1CCCc2cc(S(=O)(=O)N(C)CCC#N)ccc21,/,-30,/,/,-11,15,10,/,/
CCOC(=O)CCCNC(=O)c1cncc(O)c1,10,-2,-3,-7,-36,1,-5,-6,1
CCC(=O)N(C)/C=C1\Sc2ccccc2C1=O,-7,30,-6,10,13,-4,-3,-26,-6
COC(=O)C(C)N(C(=O)c1cccc(Cl)c1)c1c(C)cccc1C (stereo unspecified),6,-20,-2,-10,-11,-2,5,12,2
C=CCn1c(SCc2ccc(C#N)cc2)nnc1-c1ccc(C)cc1,-15,-2,-9[fluorescence artefact?],16,-7,20,31,1,5
COc1ccc(N2CCN(C(=O)Cn3nnc(-c4cccs4)n3)CC2)cc1,2,-12,-11[fluorescence artefact?],-2,12,-10,2,7,7
O=C(Nc1ccc2c(c1)CCC2)c1cccc(S(=O)(=O)N2CCN(c3ccccc3)CC2)c1,-31,-7,/,32,-6,7,-26,/,/
O=C(CCl)Nc1cccc(-c2cnc3ccccc3n2)c1,6,-8,4,-6,11,-13,14,7,2
COC(=O)C1=C(N)Oc2cc(C)n(CC3CCCO3)c(=O)c2C1c1ccc(Cl)c(Cl)c1 (stereo unspecified),-2,-14,-7,1,-6,1,7,-10,5
CCc1ccc(/C=N/NC(=O)c2cc(C3CC3)nc3ccc(Br)cc23)s1,0,17,/,1,-4,10,42,/,/
Cc1cc(C)n(S(=O)(=O)c2ccc(C)c(C)c2C)n1,8,-16,1,-10,2,-6,1,11,-4
COCCN(CCOC)c1cc(C)c(C#N)c2nc3ccccc3n12,-10,-1,-2[fluorescence artefact?],12,-31,-6,3,13,9
COc1nc(NS(=O)(=O)c2ccc(C)cc2)nc(C)c1Cl,-5,-16,18,5,-9,-4,4,-2,2
Cc1cc(=O)oc(C)c1C(=O)Nc1c(C)n(C)n(-c2ccccc2)c1=O,/,-19,-6,/,-23,0,21,4,4
COc1ccc(OC)c(Nc2cc(C)nc3ccccc23)c1,10,-13,-5,-10,-119,26,4,3,4
CC1(C)N(OCc2ccccc2)C(=O)C(=O)N(OCc2ccccc2)C1(C)C,-10,-25,-4,10,-16,13,2,-1,4
C/C(=N/Oc1nc(C)cc(C)n1)c1ccc(Br)cc1,1,-24,25,0,8,11,3,18[fluorescence artefact?],4
COc1ccc(S(=O)(=O)Nc2ccc(N3CCOCC3)cc2)cc1Br,13,-4,/,-11,-1,-7,-18,/,/
CCCCOc1ccc(-n2nc(C)cc2C)nn1,-20,-2,-7,20,0,15,4,3,9
CCOc1cc(C(=O)Nc2ccc(N3CCN(S(C)(=O)=O)CC3)cc2)cc(OCC)c1OCC,-12,-1,5,11,-4,-3,9,-7[fluorescence artefact?],6
CCOc1cc(CNc2ccc3c(c2)OCCO3)cc(Br)c1OCC,12,32,/,-9,37,-30,19,/,/
CCOC(=O)N1CCN(S(=O)(=O)c2ccc(F)cc2)CC1,10,-37,-7[fluorescence artefact?],-10,-9,-10,-12,0,1
Cc1ccc(Cn2nnc3c(=O)n(CC(=O)N4CCCc5ccccc54)cnc32)cc1,1,-12,-18,0,-18,0,-36,16,4
Cc1cccc(C)c1NC(=O)C1(N(Cc2ccco2)C(=O)CC2NC(=O)NC2=O)CCCC1 (stereo unspecified),16,-6,7,-17,-13,-13,4,2,13
O=C(CNc1ccc(Oc2ccccc2)cc1)N1CCOCC1,-4,-7,5,4,-210,4,10,9,9
O=C(COC(=O)c1ccccn1)Nc1ccc(S(=O)(=O)N2CCOCC2)cc1,-19,-16,-8,22,-2,18,13,-6,-3
COc1ccccc1Nc1nc2c(C)cccc2cc1C#N,4,-1,/,-1,9,-49,3,/,/
CC(C)=CC1C=C(C)C(C)C2C(=O)NNC(=O)C12 (stereo unspecified),-8,-5,26,6,/,5,7,14,0
CC(C)(C)NC(=O)C(=O)NNC(=O)c1ccccc1,1,10,/,2,-43,-20,1,/,/
CC(=O)C1C(c2ccc(OC(F)F)cc2)NC(=O)NC1(O)C(F)(F)F (stereo unspecified),6,-14,-8[fluorescence artefact?],-2,-15,-3,-3,0,-2
Cc1sc2ncnc(-n3cnc4ccccc43)c2c1C,9,3,-6,-8,21,-21,23,-2[fluorescence artefact?],7
COc1ccc2c(c1OC)C(=O)N(c1cccc(C(F)(F)F)c1)C2,12,-6,3,-13,13,0,-26,5,-3
Cc1cc2c3c(c1C)C1(C(=O)N3C(C)(C)CC2C)C(C#N)=C(N)Oc2cc(O)ccc21 (stereo unspecified),-6,-11,11,4,-1,13,-12,2,-3
CCN1C(=O)c2cccc3c(S(=O)(=O)Nc4ccc(OC)cc4OC)ccc1c23,0,-9,0,0,-1,0,-1,3,9
CCc1ccc(NC2=CC(=O)CC(c3ccco3)C2)cc1 (stereo unspecified),8,-9,3,-8,9,16,17,6,5
CCc1nc(N2CCCCC2C)c2oc3ccccc3c2n1 (stereo unspecified),2,-24,4[fluorescence artefact?],-5,-71,10,0,10,0
Cn1ncc2c(N3CCN(c4ccccc4F)CC3)ncnc21,11,-3,/,-14,-1,5,-16,/,/
O=C(Cc1cccs1)Nc1cccnc1,13,4,17,-14,-19,-64,14,5,7
COc1ccc(-c2cc(CNC(=O)CCl)on2)cc1,-4,-21,/,4,-39,2,14,/,/
O=C(CCN1C(=O)c2ccccc2C1=O)NCCN1CCOCC1,4,-10,3[fluorescence artefact?],-7,10,12,7,-13,10
CCOc1ccc(-n2c(SCC(=O)NCc3ccco3)nc3c([nH]c4ccccc43)c2=O)cc1,-2,-2,6,4,11,-9,0,9,-2
Cc1ccc(-c2noc(C3CCCN(C(=O)c4ccc(F)cc4F)C3)n2)cc1 (stereo unspecified),0,-1,-2[fluorescence artefact?],-2,-73,-1,10,-14,2
CCN(CC)C(=O)CSc1nnc(-c2ccc(S(=O)(=O)N3CCCC3)cc2)o1,5,-36,-16,-3,-32,-18,-1,-11,7
COc1ccc(NC(=O)CCNS(=O)(=O)c2ccc3c(c2)CCC(=O)N3)cc1,-8,2,/,5,-14,-24,0,/,/
COc1cc(NC(=O)Cn2nnc(-c3ccccc3N)n2)cc(OC)c1,0,-3,0,-2,22,2,17,14,4
N#CC(c1ccc(F)cc1)c1ccc(C(=O)c2ccccc2)cc1 (stereo unspecified),15,-18,4,-16,-4,-8,11,-9,2
COC(=O)c1ccc(-c2nc3ccc(C)cc3o2)cc1,6,-22,3[fluorescence artefact?],-7,-21,15,-3,1,6
C/C(=N\NC(=O)c1nn(C)cc1Br)c1cccc(NC(=O)C2CCCC2)c1,-10,4,/,11,-128,-11,-1,/,/
COc1ccc(C(=O)Nc2cc(OC)c(NC(=O)c3ccco3)cc2OC)cc1,2,-9,4,0,-4,3,-20,-3,0
CC(=O)c1cccc(N(CC(=O)Nc2cccnc2)S(C)(=O)=O)c1,12,10,-22,-9,-36,-4,-4,10,8
Cc1ccsc1C1Nc2ccc3ncccc3c2C2=C1C(=O)CCC2 (stereo unspecified),-15,-11,/,16,-10,12,2,/,/
CCc1nnc(NC(=O)C2CCN(c3nc(C)cc(C)n3)CC2)s1,1,/,-3,0,-2,0,/,2,8
Nc1[nH]ncc1C(=O)Nc1cccc(C(F)(F)F)c1,2,-11,-20[fluorescence artefact?],-2,14,-15,5,-18,5
Cc1cc(NS(=O)(=O)c2ccc(NC(=O)CN3C(=O)c4ccccc4C3=O)cc2)nc(C)n1,-6,-4,0,6,-8,-5,12,7,5

# Following part.
mol,sEH act,TNFa cytotox,ERb SRC1 inh,sEH inh,IL1B cytotox,cytoskel mod,VCAM1 TNFa inh,Smad3 FoxH1 inh,Calb biofilm kill
O=[N+]([O-])c1ccc(/C=N/N/C(=N/c2ccccn2)c2ccccn2)cc1,-4,-16,-12,4,-7,-2,9,8,0
O=C(NCCc1c[nH]c2ccccc12)c1cnc2sccn2c1=O,-18,-2,-5,18,-7,-11,5,-9,-5
COc1ccc(CC(=O)NC(C)c2nnc(SCCOc3ccc(OC)cc3)n2C)cc1 (stereo unspecified),9,83*,-4,-9,24,7,8,-3,-4
CCCNC(=S)N1CCC(c2nc3cc(C)c(C)cc3[nH]2)CC1,23,11,/,-18,10,1,21,/,/
CC(=O)Nc1ccc(OCC(O)CNC2CCCC2)cc1 (stereo unspecified),-4,-1,/,6,-3,-8,-2,/,/
CC(C)CNC(=O)c1ccccc1NC(=O)c1ccccc1N(C)S(C)(=O)=O,-7,-5,-4,10,-10,5,15,6[fluorescence artefact?],4
Cc1c(C(=O)N2CCC(C)CC2)sc2ncnc(N(C)c3ccccc3)c12,-19,-34,1,20,/,15,-2,-3,1
CCOc1ccccc1N(CC(=O)NC1CCCCC1)C(=O)CCCC(=O)Nc1ccccn1,-10,2,-8,9,-5,18,20,-10,2
CCN(CC)S(=O)(=O)c1cc(C(=O)OCC(=O)c2ccc3c(c2)NC(=O)CO3)ccc1Cl,0,-11,/,2,16,13,0,/,/
Cn1c(Cc2ccccc2)nnc1SCC(=O)Nc1ccc2c(c1)OCCO2,-2,-6,0[fluorescence artefact?],0,-72,-15,-19,-7,7
Cc1ccc(S(=O)(=O)CC(=O)Nc2nc(-c3ccccc3)cs2)cc1,16,10,6,-17,7,/,11,4,-3
CCOC(=O)Cn1nnc(-c2ccc(OCC(C)C)cc2)n1,2,25,-3,-4,11,1,10,4,4
CCCCC(=O)Oc1ccccc1C1SCc2cc(C)c(C)cc2CS1,0,-28,/,-1,/,8,12,/,/
COc1ccc(C=NCCCN2CCOCC2)cc1,3,-16,5,-3,-5,10,11,-1[fluorescence artefact?],6
CCn1ncc(Cl)c1C(=O)Nc1cc(Cl)ccc1Cl,-4,-22,-20[fluorescence artefact?],9,-6,0,0,13,7
O=C(NCC1CCCO1)c1cccc(N2CCCC2=O)c1 (stereo unspecified),-1,10,-5,3,-9,-15,24,5,5
N#Cc1ccc(CSc2nnc(-c3ccccn3)n2-c2ccc(Cl)cc2)cc1,1,1,-1,1,-5,12,22,-1,3
O=C1NC(c2ccco2)Nc2ccccc21 (stereo unspecified),-3,8,-1,5,-3,-18,26,2,4

# Single entries from above.
# `CCN(CC)S(=O)(=O)c1cc(C(=O)OCC(=O)c2ccc3c(c2)NC(=O)CO3)ccc1Cl` @ TNFa cytotox: -11
# `CCn1ncc(Cl)c1C(=O)Nc1cc(Cl)ccc1Cl` @ VCAM1 TNFa inh: 0
